Assay outcomes deposited in PubChem by National Center for Advancing Translational Sciences (NCATS).
FLuc counter – firefly luciferase modulation, counter-screen for miR-21 project | P08659 | purified FLuc, Km substrates, luminescence inhibition | Potency, µM (doses to about 57.5 µM), for inactives: at the top dose activity change, negative = inhibition, usual class: inhibitors | 360,000 compounds, 6.9% hits | AID 588342; active = well fitted inhibition curve with a large enough effect; inconclusive = small, poorly fitted or top-dose-only effect;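 note: plate controls were vehicle for no effect and reference inhibitor for full effect; nearly all actives have a fitted effect of over 55% in size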
Target sequence (P08659 whole entry, looked up): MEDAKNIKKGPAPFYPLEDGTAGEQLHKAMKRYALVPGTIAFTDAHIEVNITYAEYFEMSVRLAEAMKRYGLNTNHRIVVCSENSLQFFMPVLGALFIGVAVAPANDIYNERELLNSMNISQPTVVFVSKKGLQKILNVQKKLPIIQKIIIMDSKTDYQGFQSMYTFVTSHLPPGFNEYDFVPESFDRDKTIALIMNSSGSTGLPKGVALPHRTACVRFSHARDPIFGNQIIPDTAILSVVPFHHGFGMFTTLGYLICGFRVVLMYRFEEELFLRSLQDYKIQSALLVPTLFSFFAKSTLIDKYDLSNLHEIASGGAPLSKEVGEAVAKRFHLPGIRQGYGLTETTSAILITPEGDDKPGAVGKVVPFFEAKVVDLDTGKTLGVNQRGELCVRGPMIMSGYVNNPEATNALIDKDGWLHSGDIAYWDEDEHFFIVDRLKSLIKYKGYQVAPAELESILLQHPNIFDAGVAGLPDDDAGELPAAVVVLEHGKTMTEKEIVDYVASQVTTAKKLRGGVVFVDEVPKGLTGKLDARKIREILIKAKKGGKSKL
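Purified P. pyralis luciferase (10nM final) with 10uM D-luciferin and 10uM ATP (Km levels) in 50mM Tris acetate pH 7.5, 10mM Mg acetate, 0.01% Tween-20, 0.05% BSA; qHTS 6-point titration, ~60 µM downward; luminescence read.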
* hit, by the source's call; ? = inconclusive. Potency is the fitted concentration of half-maximal effect. These rows are one share of the data, so the mix of outcomes need not match the whole.

| SMILES | FLuc counter |
| --- | --- |
| CCC(C)n1c(SCc2ccc(C(C)(C)C)cc2)nc2ccsc2c1=O (centres undefined) | -5% |
| COc1ccc(-c2cc(=O)oc3c4c(ccc23)OCN(Cc2cccc(OC)c2)C4)cc1 | -8% |
| CCOc1ccccc1CNC(=O)CC(C)n1ccc(C)n1 (centres undefined) | 2% |
| CCOc1ccc2nc(SCC(=O)Nc3ccc(F)cc3)nc(-c3ccccc3)c2c1 | -2% |
| CCOC(=O)c1cccc(NC(=O)CC2C(=O)N(c3ccc(F)cc3)C(=O)N2Cc2cccc(OC)c2)c1 (centres undefined) | -15% |
| CC1=Nc2cc(C(=O)NCCc3ccc(Cl)cc3)ccc2Sc2ccc(C)cc21 | -11% |
| O=C(CN1C(=O)CC(c2ccccc2)=Nc2ccccc21)Nc1ccc(Br)cc1 | -3% |
| CCOC(=O)c1c(S(=O)(=O)N2CCCC(C(=O)N(C)Cc3ccccc3)C2)c(C)n(C)c1C (centres undefined) | -2% |
| Cc1cccc(S(=O)(=O)c2cn(Cc3ccccc3)c3cc(N4CCCCC4C)c(F)cc3c2=O)c1 (centres undefined) | -5% |
| O=C(c1ccccc1Cl)n1nc(-c2cccnc2)nc1NCc1ccc(F)cc1 | -3% |
| CCOCCCNC(=O)c1c(NC(=O)c2cc(=O)c3ccccc3o2)sc2c1CCC2 | -6% |
| COc1ccc(NC(=O)CSc2nc3ccccc3n2CC(=O)N2CCCC(C)C2)cc1 (centres undefined) | 0% |
| O=C1Nc2c(c(=O)[nH]c(=O)n2-c2ccc(Cl)cc2)C1(NS(=O)(=O)c1ccccc1)C(F)(F)F (centres undefined) | -16% |
| Cc1ccc(CNC(=O)CN2Cc3ccccc3C2=O)cc1 | -11% |
| CCC(C(=O)Nc1ccccc1OC)n1nc(C)c2sc3ccccc3c2c1=O (centres undefined) | 5% |
| Cc1ccc(S(=O)(=O)c2cn(C)c3cc(N4CCCCCC4)c(F)cc3c2=O)cc1 | 4% |
| CCOCCCNC(=O)c1ccc(-n2c(-c3ccccc3)cc3c2CCC(C)C3)cc1 (centres undefined) | -2% |
| COc1ccccc1N1CCN(C(=O)CCn2cnc3onc(-c4ccc(F)cc4)c3c2=O)CC1 | -6% |
| Cc1ccc(NC(=O)CC2Sc3ccccc3NC2=O)c(C)c1 (centres undefined) | 4% |
| COc1ccccc1N1CCN(C(=O)CSc2n[nH]c(-c3ccccc3Cl)n2)CC1 | -16% |
| CCN(CC)CCOC(=O)c1ccc(NC(=O)c2cc3cccc(OC)c3oc2=O)cc1 | -9% |
| CC(=O)N1c2ccc(S(=O)(=O)NCC3CCC(C(=O)Nc4cc(C)cc(C)c4)CC3)cc2CC1C (centres undefined) | -3% |
| CCOc1ccccc1NC(=O)Cn1c(=O)n(-c2ccc(C)c(C)c2)c(=O)c2oc3ccccc3c21 | 2% |
| Cc1ccc(NC(=O)Nc2ccc3nc(N4CCN(C)CC4)cc(C)c3c2)cc1C | -15% |
| CCCc1ccc(OCc2ccc(C(=O)Nc3ccccc3C(=O)OC)o2)cc1 | 19µM* |
| COc1cccc(CNC(=O)CSC2=Nc3ccccc3C3=NC(C)C(=O)N23)c1OC (centres undefined) | -1% |
| COCCNC(=O)CSc1nc2cc3c(cc2c(=O)n1CCCCCC(=O)NCCc1ccc(OC)c(OC)c1)OCO3 | 0% |
| CCCCSc1nnc2n(-c3cccc(C)c3)c(=O)c3c4c(sc3n12)CCCC4 | -5% |
| COc1ccccc1CNC(=O)C1CCN(S(=O)(=O)c2c(C)noc2/C=C/c2cccs2)CC1 | -7% |
| CCOC(=O)c1ccc(CN(Cc2ccccc2)S(=O)(=O)c2ccc(C)cc2)cc1 | -15% |
| Cc1oc(-c2ccc(Cl)cc2)nc1Cn1c(=O)cc(-c2ccccc2)c2c(C)nn(C)c21 | -5% |
| COc1ccc(NC(=O)CSc2ncc(-c3ccc(Cl)cc3)[nH]2)cc1OC | -28% |
| CCOC(=O)c1c(C)sc(-c2c(-c3cccc(Cl)c3)[nH]c3c2c(=O)n(C)c(=O)n3C)c1O | -9% |
| O=C(Cn1ncc2c3ccccc3n(Cc3ccccc3)c2c1=O)Nc1ccccc1C(F)(F)F | 1% |
| CC(C)c1ccc(C2=NC(c3ccncc3)=Nc3ccc(F)cc3N2)cc1 | 5% |
| COc1cccc(NC(=O)c2oc3ccc(S(=O)(=O)N4CCC5(CC4)OCCO5)cc3c2C)c1 | 1% |
| CCOC(=O)c1cccc(NS(=O)(=O)c2cc3c(cc2C)NC(=O)CO3)c1 | 5% |
| CCCNC(=O)c1ccc2c(c1)ncn2-c1ccc(C)cc1C | 1% |
| COc1cc(NC(=O)Nc2nnc(N3CCCCCC3)s2)cc(OC)c1 | -3% |
| CCOc1ccc(Cn2nnc3c(=O)[nH]c(C4CCN(C(=O)c5ccccc5)CC4)nc32)cc1 | -11% |
| Cc1ccc(-n2ncc3c(NCCCc4ccccc4)ncnc32)cc1C | -10% |
| Cc1nc2c(C(=O)NCc3ccccc3)cnn2c(C)c1Cc1ccc(F)cc1 | -7% |
| CCN(CC)CCCNC(=O)c1oc2c(c1C)-c1nn(Cc3ccc(Cl)cc3)cc1CC2 | -1% |
| Cc1c(CCC(=O)NCc2ccc(F)cc2)c(=O)oc2cc(O)ccc12 | 3% |
| CCC1=C(c2ccc(C)cc2)S(=O)(=O)N=C1N1CCC(C(=O)NCCc2ccc(Cl)cc2)CC1 | 6% |
| COc1cccc(-c2nc(S(=O)(=O)c3ccccc3)c(N3CCCCC3)o2)c1 | -6% |
| COC(=O)C(CCSC)NC(=O)c1cc2c(n(-c3ccc(Cl)cc3)c1=O)CCCC2=O (centres undefined) | -2% |
| CC(=O)Nc1c(C)nn(-c2ccccc2)c1N1CCC(C(=O)Nc2ccccc2C(F)(F)F)CC1 | -12% |
| COc1cccc(-c2nc(SCc3cc(=O)c4cc(Cl)ccc4[nH]3)n[nH]2)c1 | -5% |
| Cc1ccc2cccc(NC(=O)c3ccc(-c4ccc(Cl)cc4Cl)o3)c2n1 | -2% |
| COc1ccc(-c2c(C)c3ccc(O)c(CN4CCN(C)CC4)c3oc2=O)cc1OC | -5% |
| O=C(Oc1ccccc1F)c1nc(SCc2ccc(F)cc2)ncc1Cl | -3% |
| Cc1ccccc1C(=O)N1CCCCC1CCN1CCCCC1 (centres undefined) | 1% |
| COc1ccc(NC(=O)c2c(NC(=O)COc3ccc(Cl)cc3)sc3c2CCCCC3)cc1 | -20% |
| Nc1cc(=O)nc(SCC(=O)Nc2ccc(F)cc2)n1-c1cccc(Cl)c1 | 2% |
| Cc1oc(-c2ccccc2Cl)nc1Cn1c(SCc2cccc(F)c2)nc2cccnc21 | ? |
| Cc1cn2c(=O)cc(COC(=O)c3cccc(NC(=O)c4ccc(C(C)(C)C)cc4)c3)nc2s1 | 0.76µM* |
| Cc1cc(C)c(NC(=O)C2CCN(c3nc4ccccc4n4cccc34)CC2)c(C)c1 | 3% |
| O=C(C1CCN(S(=O)(=O)c2cccc3nonc23)CC1)N1CCN(c2ccccc2F)CC1 | 3% |
| COc1ccc(-n2ncc(C(=O)NCCN3CCOCC3)c2C2CCN(C(=O)OC(C)(C)C)CC2)cc1 | -2% |

(more compounds)
molecule,FLuc counter
CCC(C)NC(=O)c1cc(-c2cccc(OC)c2)on1 (centres undefined),13µM*
CC(=O)Nc1nonc1-c1nnc(SCC(=O)Nc2ccc(C)cc2C)n1C,0%
CCc1ccccc1NC(=O)c1sc2nc(C)cc(COC)c2c1N,5%
COc1ccc(CNC(=O)C2CCN(S(=O)(=O)Cc3ccccc3)CC2)cc1,-5%
Cc1ccc(-c2nc3c(cnn3-c3ccccc3)c(=O)n2-c2cccc(Cl)c2)cc1,-13%
CCCCNC(=O)CSc1nc2n[nH]c(C)c2c(=N)n1-c1cccc(C)c1,-1%
COc1ccc(CNC(=O)C2CCCCN2S(=O)(=O)c2ccc(F)cc2)cc1 (centres undefined),-3%
CCOc1ccc(-c2cn3c(n2)sc2cc(C(=O)NC(C)C45CC6CC(CC(C6)C4)C5)ccc23)cc1 (centres undefined),?
CC(CNC(=O)Cn1c(-c2cccs2)cc2ccccc21)c1ccccc1 (centres undefined),1%
Cc1ccc(C(=O)c2oc3ccccc3c2NC(=O)Cc2coc3c(C)c(C)ccc23)cc1,-4%
CCC(=O)Nc1cc(C(=O)NCc2ccc(C)cc2)ccc1S(=O)(=O)c1ccc(C)cc1,-8%
CCOC(=O)c1ccccc1NC(=O)CSc1cn(CC(=O)N2CCCCCC2)c2ccccc12,-5%
CCCCN(C)C(=O)c1ccc2c(c1)N(Cc1cccc(F)c1)C(=O)c1ccccc1S2,?
Cc1cc(N2CCN(C)CC2)nc2ccc(NC(=O)Nc3ccccc3Br)cc12,1.5µM*
CCOC(=O)c1cc2c(=O)n3ccccc3nc2n(Cc2ccco2)c1=NC(=O)c1ccc(C(C)(C)C)cc1,0%
O=S(=O)(NCCS(=O)(=O)N1CCN(c2ccccc2)CC1)c1ccc(Br)cc1,-1%
COc1ccccc1CNC(=O)c1cnc2c(-c3ccccc3)c(C)nn2c1C,-13%
O=C(NCCc1cccs1)c1ccc(Cn2c(SCc3ccccc3)nc3cccnc32)cc1,2.7µM*
Cc1ccc(Cl)cc1Nc1nc2ccccc2c2nncn12,-2%
CCOC(=O)N1CCN(Cc2nc3cc(NC(=O)C(C)C)ccc3n2C(C)C)CC1,-5%
CCOc1ccc(Nc2c(S(=O)(=O)c3ccc(C)cc3)cnc3ccc(F)cc23)cc1,-2%
CCOC(=O)C(=O)NCC(c1cccnc1)N1CCN(c2ccccc2)CC1 (centres undefined),-15%
Cc1nc2ccc(S(=O)(=O)CCC(=O)Nc3ccc(F)cc3C)cc2s1,1%
CCOC(=O)c1c(NC(=O)C2c3ccccc3Oc3ccccc32)sc2c1CCC(CC)C2 (centres undefined),-3%
CC(=O)c1nn(-c2ccc(OC(F)(F)F)cc2)nc1Nc1ccccc1,0.38µM*
CCCN(CCC)C(=O)c1c2c(nc3ccccc13)C(=O)N(C1CCCCC1)C2,1%
O=C(Cc1ccc(F)cc1)Nc1cccc(-c2nc3cccnc3s2)c1,3%
CC1(C)C(=O)N(CC(=O)Nc2ccc(Cl)cc2)c2ccccc21,-15%
CCOc1nc(-c2ccc(C)cc2)ccc1-c1noc(-c2ccccc2F)n1,-1%
O=C(CCS(=O)(=O)c1cc(Br)cc2c1N(C(=O)C1CC1)CC2)N1CCN(c2ccccc2)CC1,-10%
Clc1ccccc1-c1nnc(COc2ccccc2)o1,21µM*
CCC(=O)N1c2ccccc2CC1C(=O)NCc1cccc(OC)c1OC (centres undefined),-2%
CCNC(=O)c1c(NC(=O)Cc2coc3cc(C)ccc23)sc2c1CCCC2,0%
CCOC(=O)c1ccc(NC(=O)Cn2c(=O)n(-c3ccc(C)cc3)c(=O)c3c2cnn3C)cc1,4%
CCOC(=O)c1ccc(NC(=O)CSc2nc3c([nH]c4ccccc43)c(=O)n2C)cc1,2%
COc1ccc(NC(=O)CSCc2cc(=O)c3cc(C)ccc3[nH]2)cc1,1%
COCCNC(=O)c1ccc2c(c1)N(Cc1cccc(Cl)c1)C(=O)c1ccccc1S2(=O)=O,3%
COc1cc(C2NC(=O)c3c(sc4c3CCN(C)C4)N2)cc(Br)c1OC(=O)c1ccc(C)cc1 (centres undefined),-2%
COc1ccc(-n2ncc3c(NC(C)(C)CO)ncnc32)cc1,4.8µM*
CCc1ccc(-c2nc(CS(=O)CC(=O)NCCc3ccc(Cl)cc3)c(C)o2)cc1 (centres undefined),-17%
CC(C)CCNC(=O)CCC(=O)N1Cc2ccccc2Oc2ncccc21,-7%
COc1cc(NC(=O)c2nc(-c3ccncc3)no2)cc(OC)c1OC,-5%
Cc1ccc2c(CNCc3cccc(Cl)c3)c(C(=O)O)n(Cc3ccc(F)cc3Cl)c2c1,-13%
Cc1c(C(=O)NCc2ccc(Cl)cc2)oc2ccc3c(c12)C(=O)CC(C)(C)O3,?
CCCCc1cc(=O)oc2cc(C)c3c(C(C)(C)C)coc3c12,-12%
COc1ccccc1N1CCN(c2ncnc3c2cnn3-c2cc(Cl)ccc2C)CC1,1%
Cc1ccc2c(=O)cc(C(=O)Nc3ccc(S(=O)(=O)N4CCC(C)CC4)cc3)oc2c1C,-4%
Cc1ccc2sc(-c3ccc(N)cc3)nc2c1,0.17µM*
CCCCn1cc(S(=O)(=O)c2ccccc2)c(=O)c2cc(F)c(N3CCC(C)CC3)cc21,2%
O=C(NCc1ccccc1)c1ccc(CSc2nc3cccnc3n2Cc2ccccc2)cc1,-14%
COc1ccc(Cl)cc1NC(=O)C1CCN(S(=O)(=O)c2ccc(F)cc2)CC1,-9%
